# Screening data as filed in PubChem BioAssay.
# ELG1 repair inh – blocks ELG1-dependent DNA repair in HEK293T cells; HEK293T ELG1-luciferase reporter, luminescence, 16 h; DNA damage induced by 5-fluorouridine; AID 504467; 2.3% of 330,000 active; Potency, µM (titrated, usually from 46.1 µM), without a hit: at the highest dose activity change, negative = inhibition, actives largely listed as inhibitors; also: potency is read from the fitted curve at half-maximal effect; % is scaled to controls: 0 for no effect and ±100 for the full control effect; nearly all actives have a fitted effect of over 55% in size
#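 Luminescence from the luciferase reporter, measured 30 min after ONE-Glo reagent at room temperature, was the read-out. Beforehand, 2,000 cells per well were exposed for 16 hr at 37 °C to 5-fluorouridine together with compound or vehicle.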
# TCR activator – T cell receptor activation; primary human leukocytes, anti-CD3, IL-2 HTRF, 48 h; Potency, µM (titrated, usually from 9.22 µM), for the others: top-dose activation of IL-2 secretion, hits mostly activators; 330,000 tested, under 10 active; also: % of control where 0% means no effect
#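 TCR engagement came from a-CD3 beads alone, with compounds added to primary human leukocytes for 48 hr. Secreted IL-2 bridged europium cryptate- and d2-labelled anti-IL-2 antibodies, giving FRET emission at 665nm after 320nm excitation.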
# KCNH2 3.1 inh – KCNH2 3.1 (human) potassium channel inhibition; U2OS KCNH2 3.1, thallium flux FluxOr; stronger effect = lower value; activity change, % (tested at about 1.8 µM); 0.95% of 340,000 active;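 active = maximum activity change below -70%; inconclusive = maximum activity change from -70% to -50%; inactive = maximum activity change above -50%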;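 also: thallium influx rate constant from kinetic fluorescence after stimulation buffer; % is scaled to controls: 0 for no effect and ±100 for the full control effect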
#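 Kinetic fluorescence (2 min after stimulation buffer) measures Tl+ influx through KCNH2 3.1 expressed by viral transduction in U2OS cells; the rate constant is normalized against DMSO controls serving as positive and negative references.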
# Mito fusion yeast – inhibitors of mitochondrial division or activators of mitochondrial fusion. S. cerevisiae fusion-defective mutant growth rescue, CellTiterGlo 48 h. Potency, µM (titrated, usually from 46.1 µM), without a hit: at the top dose growth rescue (activation), actives largely listed as activators. 0.23% of 320,000 active. AID 485298;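 also: potency is read from the fitted curve at half-maximal effect; % of control where 0% means no effect; nearly all actives have a fitted effect of over 45% in size; temperature-sensitive fusion mutants such as fzo1-1 at 37 °C on non-fermentable ethanol glycerol medium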
#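 S. cerevisiae fusion-defective temperature-sensitive mutants (e.g. fzo1-1, mgm1-5) grown 48 h at 37C in YPEG (ethanol/glycerol non-fermentable) medium with 23 nl compound per well; growth rescue read as CellTiterGlo luminescence.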
# A-T KAP1 phos – candidate therapy for ataxia-telangiectasia | AID 485349 | 0.19% of 320,000 active | Potency, µM (series often up to 57.5 µM), without a hit: at the highest dose activation, actives largely listed as activators | […] A-T fibroblasts, KAP-1 phosphorylation AlphaLISA; neocarzinostatin DNA damage 30 min before lysis; also: potency is read from the fitted curve at half-maximal effect; % of control where 0% means no effect; nearly all actives have a fitted effect of over 45% in size
#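 ATM-like activity read as KAP-1 phosphorylation via AlphaLISA donor/acceptor antibody pairs after lysis and 6 hr at 25C. Cells were ATM-null patient fibroblasts ([…], hTERT), dosed 60 min, then exposed to the DSB inducer NCS for 30 min.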
# TRPV1 agonist – agonists of human vanilloid receptor 1 (TRPV1). activation, % at 8.33 µM. TRPV1-expressing cells, Fluo-8 calcium influx, agonist mode. Q8NER1. 0.19% of 320,000 active; in the data active = activation above about 80%; inconclusive = between about 30% and that limit; also: 0% is about no effect
#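 TRPV1-expressing cells were cultured overnight at 35.5C and loaded with Fluo-8 calcium dye for 40 to 90 min at room temperature. After a 10 s baseline, compound was added and calcium influx was read kinetically for 3 min (ex 480/em 520 nm).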
# TSHR antagonist – human thyrotropin receptor antagonism. P16473. 0.2% of 330,000 active. AID 504810. activity change, negative = inhibition, % at 11.5 µM. TSHR-expressing cells, TSH-stimulated cAMP HTRF, 2 h; stronger effect = lower value;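 active = activity change below a set negative limit, meaning inhibition stronger than a set level, cut at about -70% in these data; inconclusive = activity change between two set negative limits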; also: % is scaled to controls: 0 for no effect and ±100 for the full control effect
# Target sequence (P16473 whole entry, looked up): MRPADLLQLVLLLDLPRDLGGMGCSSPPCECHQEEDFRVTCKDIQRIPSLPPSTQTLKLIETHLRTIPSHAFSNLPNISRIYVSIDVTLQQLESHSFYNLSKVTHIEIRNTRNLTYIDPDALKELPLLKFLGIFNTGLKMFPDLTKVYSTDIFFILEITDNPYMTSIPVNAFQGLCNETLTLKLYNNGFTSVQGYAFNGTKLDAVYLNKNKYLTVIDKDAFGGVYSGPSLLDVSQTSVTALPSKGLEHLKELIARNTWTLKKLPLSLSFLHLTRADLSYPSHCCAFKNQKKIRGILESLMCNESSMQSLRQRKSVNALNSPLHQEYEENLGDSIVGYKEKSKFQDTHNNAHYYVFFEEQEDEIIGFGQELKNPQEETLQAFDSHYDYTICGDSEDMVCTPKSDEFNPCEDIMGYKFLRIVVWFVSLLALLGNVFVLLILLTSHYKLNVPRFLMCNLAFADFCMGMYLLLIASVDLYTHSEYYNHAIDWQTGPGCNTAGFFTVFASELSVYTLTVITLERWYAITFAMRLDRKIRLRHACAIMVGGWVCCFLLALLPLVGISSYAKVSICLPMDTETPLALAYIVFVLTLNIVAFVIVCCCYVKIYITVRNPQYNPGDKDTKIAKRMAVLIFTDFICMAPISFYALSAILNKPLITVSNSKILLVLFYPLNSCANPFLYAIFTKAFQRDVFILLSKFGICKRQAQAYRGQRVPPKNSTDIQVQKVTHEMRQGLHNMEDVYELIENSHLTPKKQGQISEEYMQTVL
#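 Antagonism was scored as loss of TSH-driven cAMP in TSHR cells, stimulated with 4nM TSH (EC80) for 2 hours at 37 deg C and detected by homogeneous HTRF competition immunoassay.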
# Eya2 phos inh – blocks the phosphatase activity of human Eya2; O00167; recombinant Eya2, OMFP fluorescence dephosphorylation (OMFP is methylfluorescein phosphate); Potency, µM (doses to about 76.9 µM), for the others: top-dose activity, negative = inhibition, hits mostly inhibitors; 0.006% of 330,000 active; AID 488837; also: potency is read from the fitted curve at half-maximal effect; % is scaled to controls: 0 for no effect and ±100 for the full control effect
#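 Eya2 (0.2 uM) preincubated 10 min at ambient with compound, then OMFP substrate added at 50 uM; 10 min reaction in 50 mM HEPES pH 7.5, 50 mM NaCl, 5 uM MgCl2, 0.05% BSA, 1 mM DTT. Fluorescence read at Ex 485/Em 525 nm.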
# USP2a block – USP2a (human) protease inhibition | USP2 core, Ub-CHOP2 coupled fluorogenic reporter, 485/531 | 0.01% of 330,000 active | Potency, µM (top dose mostly 38.3 µM), for the others: at the highest dose activity change, negative = inhibition, hits mostly inhibitors | O75604;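 also: potency is read from the fitted curve at half-maximal effect; plate controls were DMSO wells for no effect and full inhibition by NEM control for full effect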
#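 Cell-free coupled assay: 10nM USP2 core preincubated 30min RT with compound in Tris-HCl pH 8.0/CaCl2/CHAPS buffer, then 25nM Ub-CHOP2 and 25nM reporter substrate; fluorescence (Ex 485/Em 531) read after 60min RT, normalized to NEM inhibition, concentration-response curves fitted.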
# KCNH2 WT inh – inhibitors of human wildtype KCNH2 potassium channel. Q12809. U2OS, BacMam KCNH2, thallium flux FluxOr; stronger effect = lower value. activity change, % at 1.84 µM. 0.37% of 340,000 active;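 active = maximum activity change below -70%; inconclusive = maximum activity change between -70% and -50%; inactive = maximum activity change above -50%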; also: % is scaled to controls: 0 for no effect and ±100 for the full control effect
#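 U2OS cells transduced with wild-type KCNH2 virus are loaded with FluxOr dye for 45 min, and thallium flux is measured in kinetic reads before and after stimulation buffer. Rate constants are normalized to DMSO controls.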
# The depositor's hits bear a star; u = inconclusive; x = not tested or not shown; [ ] = dose if it differs, or a comment. Unless noted, calls follow the shape of the dose curve; as a rule, active = well fitted curve in the direction sought with a large enough effect; inconclusive = small, poorly fitted or top-dose-only effect, or another doubt; inactive = no such curve, though single readings can be large; an effect the other way counts as inactive or inconclusive. Some of the compounds tested (hit frequency here may not be typical).
SMILES,ELG1 repair inh,TCR activator,KCNH2 3.1 inh,Mito fusion yeast,A-T KAP1 phos,TRPV1 agonist,TSHR antagonist,Eya2 phos inh,USP2a block,KCNH2 WT inh
CN(CC(=O)NNC(=O)CNC(=O)c1ccccc1F)S(=O)(=O)c1ccc(Cl)cc1,5%,-1%,20,-2%,5%,1,4,-1%,4%,5
C=C(C)c1cccc(C(C)(C)NC(=O)NCCN(CC)CC)c1,0%,1%,-3,-4%,-1%,-2,0,3%,3%,57
Nc1cc(=O)[nH]c(SCc2cccc3ccccc23)n1,-17%,-5%,4,4%,-10%,-5,-2,-16%,0%,-8
CNC(=S)N(Cc1ccc(OC)cc1)C1CC(=O)N(c2ccc(OC)cc2)C1=O (centres undefined),-18%,-4%[46.1 µM],-16,-1%,-5%,1,-9,2%,-6%,3
O=C(NCc1cccs1)c1ccccc1F,18%,8%[46.1 µM],36,1%,8%,0,-4,3%,1%,0
S=c1[nH]nc(CCc2ccccc2)n1-c1ccccc1,16%,-3%[46.1 µM],9,-2%,-1%,-6,-8,-3%,1%,-5
Cc1cc(F)ccc1NCc1ccncc1,-4%,9%,6,1%,10%,0,0,-1%[15.4 µM],3%,-12
CC1CCN(C(=O)CSc2nnc(Cc3cccn3C)n2CCc2ccccc2)CC1,12%,-3%[46.1 µM],2,-4%,7%,u,-2,0%,-2%,3
CCOc1ccc2nc(NC3=NC(C)(C)C=C(C)N3)nc(C)c2c1,u,x,-7,3%,0%,-2,10,7%,-4%,4
CNC(=O)C(=O)Nc1cc2c3c(c1)CCN3C(=O)CC2,u,0%,-2,-21%,-2%,2,9,-6%,0%,15
C/C(=C\C(=O)c1cccnc1)Nc1ccc(C)c(C)c1,u,-4%,2,-7%,-1%,28,-1,6%,0%,3
COCc1cc(C)n(CC(=O)Nc2ccc(Cl)cc2Cl)c(=O)c1C#N,0%,6%,-5,1%,3%,6,9,6%,2%,-9
CC(=O)Nc1ccc(S(=O)(=O)NCC(=O)NNC(=O)COc2c(C)cccc2C)cc1,0%,-2%,9,x,4%,x,x,-2%,-7%,-4
COc1cc(C(=O)NNC(=O)CCOc2ccccc2C)cc(OC)c1OC,u,2%,5,x,8%,x,-2,3%,2%,-4
COc1ccc(C2=NN(S(C)(=O)=O)C(c3cccs3)C2)cc1OC (centres undefined),u,1%,-18,9%,2%,3,-2,5%,0%,6
CC12CN3CC(C)(CN(C1)C3c1ccc3c(c1)OCO3)C2=O (centres undefined),-2%,3%,-21,2%,0%,2,2,-21%,2%,-2
CCOC(=O)C1CCN(c2nc(C)nc3c2oc2ccccc23)CC1,u,-8%,1,-3%,6%,14,-48,-15%,4%,1
O=C1CC(c2cc(Br)ccc2F)c2cc3c(cc2N1)CCC3 (centres undefined),u,4%,-7,0%,-2%,u,4,5%,5%,6
Cn1c(N)c(C(=O)CSc2nnc(N)s2)c(=O)n(C)c1=O,1%,3%[46.1 µM],-4,x,7%,x,11,3%,2%,-2
O=C1CSC(c2cccnc2)N1Cc1cccnc1 (centres undefined),-3%,0%,5,-4%,2%,0,-1,12%,0%,8
COc1ccc(CCNC(=O)C(=O)NCC2OCCN2S(=O)(=O)c2ccccc2)cc1OC (centres undefined),0%,0%,1,1%,-6%,-1,-7,5%,0%,-1
CC(=O)N1CCC(C(=O)Nc2ccccc2)(N(Cc2ccccc2)C(=O)c2cccnc2)CC1,1%,-3%,0,-2%,3%,1,15,-10%,1%,4
C=CCOC(=O)C1=C(C)NC(C)=C(C(=O)OCC=C)C1c1cccs1,-9%,-1%,0,1%,6%,0,3,-11%,3%,0
CCOC(=O)N1CCN(S(=O)(=O)c2cn(C)c(=O)n(C)c2=O)CC1,-9%,-1%,x,-1%,3%,-3,-3,6%,0%,8
Cc1cc(NC(=O)Nc2cccc(Cl)c2)n(C(C)(C)C)n1,-1%,-8%,-8,-12%,4%,0,-4,5%,2%,0
CCC(NC(=O)c1ccccc1O)c1ccccc1 (centres undefined),-10%,1%,12,u,7%,4,-6,-2%,2%,27
O=C(OCc1ccccc1)c1cccnc1Cl,4%,6%,-5,-4%,-1%,-2,1,-4%,-1%,-4
COc1ccc(CCNC(=O)CNS(=O)(=O)c2cccs2)cc1OC,3%,6%,1,-3%,6%,2,-8,4%,3%,-3
NC(=O)C1CCN(C(c2ccccc2F)c2nnnn2Cc2ccco2)CC1 (centres undefined),-24%,-3%,4,-1%,-2%,2,2,-12%,8%,-7
Cc1nn(C)cc1-c1n[nH]c(=S)n1-c1ccc(Cl)cc1,-9%,-1%[46.1 µM],-15,-8%,2%,1,-3,-1%,3%,-2
COC(=O)c1ccc(-n2c(C)cc(C(=O)CSc3ccc(NC(C)=O)cc3)c2C)cc1,u,8%[46.1 µM],-120*,u,3%,10,-18,9%,-8%,2
COc1ccc(CNC(=O)C2CC(c3cc(C(F)(F)F)cc(C(F)(F)F)c3)=NO2)cc1 (centres undefined),-19%,0%,x,-17%,3%,u,19,-8%,6%,x
O=c1cc2c(nn1Cc1cccc([N+](=O)[O-])c1)-c1ccccc1CC2,5%,-4%,-3,-1%,5%,u,-12,-9%,0%,5
O=C(/C=C/Nc1ccccc1)c1cnc(-c2ccccc2)s1,17%,2%,-34,1%,7%,0,-5,1%,3%,-15
CC(C)CC1(C)NC(=O)N(CCN2C(=O)c3ccccc3C2=O)C1=O (centres undefined),2%,-1%,7,-3%,0%,1,-2,-8%,2%,7
Cc1cccc(C(=O)NCC(=O)N2CCN(S(=O)(=O)/C=C/c3ccccc3)CC2)c1,-1%,0%,5,0%,-1%,1,-14,26%,-2%,-4
CC1(C)CC(=O)C2=C(C1)NC(Nc1nc3ccccc3o1)=NC2c1ccccn1 (centres undefined),-4%,2%,12,6%,-1%,0,-6,-3%,-2%,8
Cc1ccc(OCC(=O)N(Cc2ccco2)C2CCS(=O)(=O)C2)cc1 (centres undefined),0%,-1%,-7,1%,-1%,-1,-5,7%,2%,9
COc1ccc2c(c1)c(CC(=O)Nc1nnc(C3CC3)s1)c(C)n2C(=O)c1ccc(Cl)cc1,5.8µM*,0%,-15,8%,5%,-2,-11,14%,-1%,1
CCc1nc(Nc2ccc3nccnc3c2)c2oc3ccccc3c2n1,2.6µM*,5%,7,1%,24%,u,-16,12%,-5%,-1
Cc1nc(SCC(=O)NCC2CCCO2)c2c3c(sc2n1)CCCC3 (centres undefined),2%,3%,-6,3%,-2%,4,24,10%,0%,-15
CC12c3ccccc3C(c3ccccc31)C1C(=O)N(Cc3cccnc3)C(=O)[C@H]12 (some centres undefined),-16%,0%[46.1 µM],-9,-2%,-1%,9,9,2%,3%,9
Cc1nn(C)c(C)c1CN(C)C(=O)c1nn2c(c1Br)NC(c1cccs1)CC2C(F)(F)F (centres undefined),-27%,-6%[46.1 µM],3,1%,4%,-3,5,1%,3%,-2
Brc1cccc(/C=N/Nc2nn[nH]n2)c1,4%,5%,6,1%,0%,0,5,6%,0%,6
Cc1ccc(CSc2nnc(SCC(=O)N/N=C/c3c(C)nn(-c4ccccc4)c3C)s2)cc1,u,0%[46.1 µM],-12,26%,4%,4,-42,1%,-7%,2
CC1CN(c2ccc([N+](=O)[O-])c(NCCOc3ccccc3)c2)CCN1 (centres undefined),6%,1%,x,-13%,-1%,2,-3,-6%,-2%,50
CNC(=O)c1cc(C(=O)c2ccc(C(F)(F)F)cc2F)c[nH]1,-12%,6%,6,21%,3%,4,5,0%,3%,-8
COc1cc(C(=O)Nc2cccc(-c3nc4ncccc4o3)c2C)cc(OC)c1OC,-15%,-10%,7,2%,7%,0,-3,15%,2%,-11
Cc1cccc(CN2CCc3c([nH]c4ccccc34)C2CC(C)C)n1 (centres undefined),-3%,-4%,-28,3%,-5%,20,-6,-8%,-2%,-23
O=C(NCc1ccccc1)C1CCN(S(=O)(=O)N2CCCCCC2)CC1,-21%,0%[46.1 µM],1,5%,1%,21,-2,5%,0%,-11
COc1ccc(-n2c(O)c(C=NCc3ccccn3)c3ccccc3c2=O)c(OC)c1,15%,-13%,-26,5%,-8%,6,0,1%,0%,2
